# NCOA2 inhibitor = inhibits human steroid receptor coactivator 2; HEK293 GAL4-SRC2 luciferase reporter, luminescence; inhibition, % at 9 µM; 0.17% of 370,000 active; AID 651957;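 active = inhibition above the mean inhibition of all tested compounds plus 3 SD, set per campaign, cut at about 52% in these data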;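 also: 0% = DMSO treated cells and 100% = cells given Gossypol at 36 µM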
# NR5A2 inv ag = suppresses constitutive activity of human LRH-1. HEK293T StAR-luciferase reporter, LRH-1 transfected, 24 h. inhibition, % at 3.6 µM. 0.13% of 360,000 active. AID 602396;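 active = inhibition above the mean inhibition of all tested compounds plus 3 SD, cut at about 73% in these data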;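 also: 0% = DMSO wells and 100% = reporter-only cells lacking LRH-1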
# KKLEB cytotox = reduces viability of KKLEB cystic fibrosis airway cells; KKLEB CF airway cells viability, ATPlite luminescence, overnight; stronger effect = lower value; cells stimulated with P. aeruginosa culture filtrate; activity change (cytotoxicity), % at 5 µM; 0.36% of 360,000 active; AID 602141;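 active = corrected activity change at or below -50% at 5 µM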
# CF NFkB block = blocks PAF-induced NF-kB reporter in cystic fibrosis cells; AID 588850; KKLEB NF-kB-GFP reporter, GFP fluorescence overnight; 0.86% of 360,000 active; inhibition, % at 5 µM;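 active = at least 50% inhibition at 5 µM, scaled per plate between neutral and stimulator controls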;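 also: PAF is a Pseudomonas aeruginosa culture filtrate used as stimulus; plate controls were PAF-stimulated DMSO wells for no effect and unstimulated DMSO wells for full effect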
# TWEAK-Fn14 inh = inhibitors of TWEAK-Fn14 interaction signaling | TWEAK-stimulated Fn14 reporter cells, luciferase luminescence, 8 h | inhibition, % at 10 µM | 2% of 360,000 active | AID 1159606; in the data active = inhibition above about 50%
# C8 TRAIL sens = caspase-8 TRAIL sensitization | NB7+C8 cells + TRAIL, ATPlite viability luminescence | inhibition (viability loss, TRAIL sensitization), % at 10 µM | 1% of 360,000 active | AID 624354;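 active = compounds causing at least 50% loss of cell viability in the single-dose screen, relative to plate controls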
# NCOA1 inh = human NCOA1 inhibition; AID 588354; HEK293 GAL4-SRC1 luciferase reporter, luminescence; inhibition, % at 3.6 µM; Q15788; 0.12% of 360,000 active;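 active = inhibition above the campaign mean plus 3 SD, with each screening campaign given its own cutoff, cut at about 60% in these data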;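 also: 0% = DMSO treated cells and 100% = gossypol at 36 µM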
# Target sequence (Q15788 whole entry, looked up, the tested form may be a part): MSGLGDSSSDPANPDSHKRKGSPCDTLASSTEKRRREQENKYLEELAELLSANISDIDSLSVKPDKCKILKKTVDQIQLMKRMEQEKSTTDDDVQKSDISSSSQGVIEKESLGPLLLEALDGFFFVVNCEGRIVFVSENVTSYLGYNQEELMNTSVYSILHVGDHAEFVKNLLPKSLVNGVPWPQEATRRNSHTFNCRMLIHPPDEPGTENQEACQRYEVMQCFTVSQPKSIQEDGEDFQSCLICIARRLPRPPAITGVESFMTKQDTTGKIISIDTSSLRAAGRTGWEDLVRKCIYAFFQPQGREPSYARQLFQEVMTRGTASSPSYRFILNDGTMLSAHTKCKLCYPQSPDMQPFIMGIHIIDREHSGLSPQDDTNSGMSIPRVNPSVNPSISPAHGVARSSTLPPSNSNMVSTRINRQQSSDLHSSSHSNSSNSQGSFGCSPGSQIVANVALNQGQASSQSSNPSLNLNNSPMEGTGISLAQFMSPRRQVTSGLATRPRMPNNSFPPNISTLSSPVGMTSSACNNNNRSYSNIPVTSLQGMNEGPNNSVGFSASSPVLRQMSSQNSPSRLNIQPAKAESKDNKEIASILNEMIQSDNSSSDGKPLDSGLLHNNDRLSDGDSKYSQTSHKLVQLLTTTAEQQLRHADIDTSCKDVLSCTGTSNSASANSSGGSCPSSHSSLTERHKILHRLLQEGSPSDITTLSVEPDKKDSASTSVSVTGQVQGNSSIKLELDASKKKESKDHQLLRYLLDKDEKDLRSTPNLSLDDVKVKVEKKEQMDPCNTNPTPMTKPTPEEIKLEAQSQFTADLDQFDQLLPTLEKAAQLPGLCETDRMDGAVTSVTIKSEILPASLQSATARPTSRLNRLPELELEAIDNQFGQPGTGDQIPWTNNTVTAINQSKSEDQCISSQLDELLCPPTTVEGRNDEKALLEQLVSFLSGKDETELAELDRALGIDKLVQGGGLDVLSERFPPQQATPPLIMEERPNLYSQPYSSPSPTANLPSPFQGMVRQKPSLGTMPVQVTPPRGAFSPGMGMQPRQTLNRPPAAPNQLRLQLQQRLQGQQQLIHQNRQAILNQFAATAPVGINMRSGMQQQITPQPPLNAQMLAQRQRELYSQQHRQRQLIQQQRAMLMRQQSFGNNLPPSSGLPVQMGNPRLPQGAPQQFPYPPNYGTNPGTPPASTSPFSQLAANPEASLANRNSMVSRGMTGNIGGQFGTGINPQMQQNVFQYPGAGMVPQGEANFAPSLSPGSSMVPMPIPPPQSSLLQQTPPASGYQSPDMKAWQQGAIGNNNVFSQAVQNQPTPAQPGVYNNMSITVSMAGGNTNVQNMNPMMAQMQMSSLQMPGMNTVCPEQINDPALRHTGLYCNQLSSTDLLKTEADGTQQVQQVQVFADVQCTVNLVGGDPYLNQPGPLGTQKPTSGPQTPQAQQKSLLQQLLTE
# NCOA3 inh = human NCOA3 inhibition | 0.17% of 360,000 active | inhibition, % at 3.6 µM | HEK293 GAL4-SRC3 luciferase reporter, luminescence | Q9Y6Q9 | AID 588352;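 active = inhibition above a per-campaign cutoff, the mean of all compounds plus 3 SD, cut at about 60% in these data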;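 also: 0% = DMSO-treated cells and 100% = gossypol-treated cells at 36 µM; higher means less SRC3-driven luciferase light from the GAL4 reporter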
# LMP1 NFkB inh = reduces LMP1-driven NF-kappaB luciferase signal; LMP1-induced NF-kappaB luciferase reporter cells, luminescence; inhibition, % at 12.5 µM; 0.69% of 350,000 active; AID 504558; in the data active = inhibition above about 41%;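 also: 0% = neutral control wells and 100% = reference inhibitor control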
# NR2F2 inh = blocks human COUP-TFII nuclear receptor; AID 686940; 0.7% of 370,000 active; P24468; inhibition, % at 8.6 µM; HEK293T NGFI-A luciferase reporter, luminescence;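 active = inhibition above a per-plate cutoff, mean inhibition of test wells between control levels plus 3 SD, cut at about 38% in these data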;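 also: cells cotransfected with COUP-TFII expression vector driving the NGFI-A reporter; 0% = median of COUP-TF2 test wells and 100% = reporter-only cells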
# TROY NFkB inh = inhibitors of TROY-dependent NF-kB signaling; 0.98% of 360,000 active; AID 1347056; inhibition, % at 10 µM; Q293 LMP1-TROYcd NF-kB luciferase reporter, 4 h;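 active = compounds whose plate-normalised and pattern-corrected inhibition of the luciferase reporter signal at the single screening dose is 50% or more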
# Numbers without * were called inactive; / = no result given.
no.	Structure	NCOA2 inhibitor	CF NFkB block	TWEAK-Fn14 inh	LMP1 NFkB inh	KKLEB cytotox	C8 TRAIL sens	TROY NFkB inh	NR2F2 inh	NCOA3 inh	NR5A2 inv ag	NCOA1 inh
1	O=C(CCCCC(=O)NCc1cccs1)NCc1cccs1	-20	3	0	-1	-6	-5	13	4	-2	7	-3
2	Cc1ccc(F)cc1NC(=O)CSc1nnc(CNC(=O)c2ccco2)n1C	-14	-14	9	2	25	3	-10	2	-8	1	3
3	CCCCN(C(=O)Cc1ccc(S(=O)(=O)N2CCOCC2)s1)c1c(N)n(CC(C)C)c(=O)[nH]c1=O	-17	13	-12	-6	-4	-13	-1	2	5	20	-2
4	Cc1ccc(CN2CCNC(=O)C2CC(=O)N(C)CCc2ccccc2)cc1 (configuration not stated)	23	-14	10	-6	13	-1	-5	8	-3	-3	-25
5	O=C(O)c1cccc(NC(=O)c2cccc(S(=O)(=O)N3CCc4ccccc43)c2)c1	-9	-17	-19	-3	-8	7	-14	17	-6	-7	8
6	COc1ccccc1/C=C(\NC(=O)c1cccc(C)c1)C(=O)Nc1ccccn1	15	7	3	-3	2	8	-14	7	-1	4	-11
7	O=c1[nH]c2ccc(NC(=S)NC3CCCCC3)cc2[nH]1	4	9	33	6	6	2	-3	-3	1	28	1
8	CCc1nc2ccc(C(=O)NCCCN3CCCC3=O)cn2c1N(C)CCC(C)C	-3	-3	-7	/	-6	-9	-5	14	-5	-28	9
9	Cc1cc(C)cc(NC(=O)COC(=O)c2n[nH]c3ccccc23)c1	9	4	8	-5	3	-15	-30	-19	-15	-17	-31
10	CC1CCN(c2ccc(C(=O)NCc3cccs3)cn2)CC1	-26	-12	-35	-11	4	3	-36	-15	-51	-51	-33
11	CCOc1ccc(NC(=O)C(CC(=O)O)Cc2ccc(C)cc2)cc1 (configuration not stated)	-15	-16	-7	-6	-1	-6	-2	6	13	8	-3
12	COc1ccc(CNS(=O)(=O)c2cc3c(cc2C)N(C)CCO3)cc1	-10	6	17	-13	1	-4	3	11	4	-3	8

# An excerpt from above in order of their number in CF NFkB block, descending:
no. | SMILES | CF NFkB block
6 | COc1ccccc1/C=C(\NC(=O)c1cccc(C)c1)C(=O)Nc1ccccn1 | 7
11 | CCOc1ccc(NC(=O)C(CC(=O)O)Cc2ccc(C)cc2)cc1 (configuration not stated) | -16
5 | O=C(O)c1cccc(NC(=O)c2cccc(S(=O)(=O)N3CCc4ccccc43)c2)c1 | -17

# Next part
no.	Structure	NCOA2 inhibitor	CF NFkB block	TWEAK-Fn14 inh	LMP1 NFkB inh	KKLEB cytotox	C8 TRAIL sens	TROY NFkB inh	NR2F2 inh	NCOA3 inh	NR5A2 inv ag	NCOA1 inh
13	COC(=O)C1(C(=O)OC)NOC2C(=O)N(c3ccccc3)C(=O)C21 (configuration not stated)	-11	1	-2	-5	3	-17	5	-9	-4	16	0
14	COc1cc(CCC(=O)OCC(=O)N(CCC#N)c2ccccc2)cc(OC)c1OC	-18	15	8	10	-11	9	7	5	1	14	-63
15	CCc1ccc(OCC(=O)OCC(=O)NC2CCCC(C)C2C)cc1 (configuration not stated)	4	-2	-13	2	2	1	-8	7	9	-4	4
16	COc1ccc2c(c1)c(C(O)CN1CCN(Cc3ccc4c(c3)OCO4)CC1)c(C)n2C (configuration not stated)	-3	9	12	6	-10	0	17	-1	-12	-2	4
17	CN(C)c1nc(N)nc(CSc2nnnn2-c2ccc(Cl)cc2)n1	-2	1	-7	/	3	4	20	-1	1	3	3
18	COC(=O)CNC(=O)C(C)NC(=O)OCc1ccccc1 (configuration not stated)	-10	-17	-16	-16	-6	12	2	-2	-18	-6	5
19	CCOC(=O)N1CCN(S(=O)(=O)CCNC(=O)c2ccc(OC)cc2)CC1	-6	-7	2	2	-2	-1	-2	-5	-8	-10	7
20	CC(C)NS(=O)(=O)c1ccc(NC(=O)C(C)Oc2ccc(C(=O)c3ccccc3)cc2)cc1 (configuration not stated)	0	6	31	13	-4	12	32	21	7	-1	-3
21	COc1cc(NC(=O)CSc2nc(=O)n(CCCN3CCOCC3)c3c2CCC3)cc(OC)c1	-10	13	9	1	-4	5	-23	16	-20	-5	8
22	Cc1ccc(NC(=O)CN2C(=O)NC3(CCc4ccccc43)C2=O)cc1Cl (configuration not stated)	-2	5	-10	-3	-2	4	-7	10	2	-8	-3
23	Cc1nc(SCC(=O)NCc2ccco2)c2c(C)c(C)sc2n1	10	-3	-9	2	-2	1	-1	-8	-9	7	-17
24	O=S(=O)(c1cnc[nH]1)N1CCN(C(c2ccc(F)cc2)c2ccc(F)cc2)CC1	10	0	7	-5	11	-2	-3	0	8	11	6
25	O=[N+]([O-])c1cc(-c2ccn[nH]2)ccc1Cl	5	14	-13	-1	-8	-6	-16	4	7	-3	-3
26	Cc1ccc(C(C)C)c(OC/C(O)=C(\C#N)c2nc3ccccc3[nH]2)c1	7	22	-7	-4	-15	9	32	-2	27	0	2
27	COc1ccc2c(c1)C(=O)Nc1cc(Cl)ccc1N2	19	-2	-10	6	2	0	1	7	10	-9	-8
28	O=C(CSc1nnc(-c2ccccn2)n1Cc1ccccc1)N1CCCC1	0	-4	-6	-7	2	1	9	-9	3	-14	-10
29	Nc1ncnc(N)c1NC(=O)c1cc(Cl)c(OCc2ccccc2)c(Cl)c1	2	-19	-25	-1	2	4	5	18	6	7	-9
30	CC(C)(C)OC(=O)NCCCCCc1cn([C@@H](CO)C(=O)NCCCCCCCCCCC(=O)N2CCN(C(=O)OC(C)(C)C)CC2)nn1	54*	8	103*	15	5	60*	73*	69*	72*	48	53
31	O=C(CSc1ccc(Cl)cc1)N1CCOCC1	-21	0	-15	-1	1	-4	-19	-10	-6	-24	-11
32	CCc1cc(C)c(O)c(CC)n1	/	1	-2	0	-7	3	-13	/	5	5	3
33	COC(=O)C1=C(C(=O)OC)SC2(S1)C(C(=O)OC)=C(C(=O)OC)SC1=C2c2cccc(C)c2NC1(C)C	-7	-26	-19	-18	15	11	-7	-11	0	-28	5
34	COC(=O)c1ccccc1NC(=O)N1CCN(S(C)(=O)=O)CC1	-2	-31	-21	-7	9	-11	0	7	1	5	-3
35	CC(C)=NOC(=O)c1c(C)noc1-c1snnc1C	-21	-23	0	-11	9	4	3	9	11	-12	0
36	O=C(O)c1ccc(N=Nc2c(O)ccc3ncccc23)cc1	-78	-28	59*	-33	-8	-1	-16	-52	-97	-100	-91
37	COC(=O)c1cccc(N2C(=O)c3ccccc3S2(=O)=O)c1	7	1	1	13	4	25	-18	9	6	-18	-11
38	Cc1ccc(NC(=O)Cn2nc(C)c(S(=O)(=O)N(C)C)c2C)cc1C	16	-22	1	-8	5	7	24	3	18	13	11
39	COc1ccccc1NC(=O)N(C)C[C@@H]1OCc2cn(nn2)CCCC(=O)N([C@@H](C)CO)C[C@H]1C	-22	-7	-15	6	18	-3	2	2	-12	-22	4
40	CSc1nc(-c2ccccc2)cc(C(F)(F)F)c1C#N	-1	-26	6	-2	-9	1	8	-58	-12	-2	8
41	Cc1cccc(-c2nnc(SCC#N)n2Cc2ccccc2)c1	-16	13	5	-8	4	-17	3	-12	13	-15	-2
42	CCOC(=O)N1CCN(CC(=O)n2c(C)c(C)c3ccccc32)CC1	-18	8	11	11	1	-2	3	0	-29	10	-1
43	O=C(CCCc1ccccc1)N=C1SC2CS(=O)(=O)CC2N1c1ccccc1 (configuration not stated)	13	-2	-3	/	6	-17	-21	-23	10	18	-1
44	O=C(N/N=C1/CCS(=O)(=O)c2ccc(F)cc21)c1cccnc1	-17	-28	4	-2	8	7	-18	-4	16	-12	-4
45	Cn1c(=O)c([N+](=O)[O-])c(NC2CCS(=O)(=O)C2)c2ccccc21 (configuration not stated)	6	4	16	5	3	2	-4	-4	25	19	11
46	O=C(NC(NC(=S)Nc1ccc(Cl)cc1)C(Cl)(Cl)Cl)c1ccco1 (configuration not stated)	-36	-2	27	2	14	-3	36	24	20	15	0
47	COc1ccc(-c2csc(C)n2)cc1OC	-29	-2	-13	0	-1	-34	-25	-10	5	-21	-7
48	O=C(Nc1cc(C(=O)N2CCCC2)ccc1N1CCCC1)c1ccccc1F	-6	-13	11	51*	3	-13	20	12	33	23	-28
49	CCOc1cccc2cc(-c3csc(NC(=O)CCC(=O)N4CCC(C)CC4)n3)c(=O)oc12	-4	-14	-3	-21	0	-24	-27	2	-12	9	0
50	CN(Cc1ccccc1)C(=O)CCNS(=O)(=O)c1ccc2c(c1)oc(=O)n2C	15	2	-8	-8	8	-1	-4	-1	0	7	0
51	Cc1ccc(S(=O)(=O)N2CCCC2C(=O)NCc2ccc3c(c2)OCO3)cc1 (configuration not stated)	-12	-2	9	-3	0	-9	0	0	27	10	-62
52	O=C(NCCOc1ccccc1)C1Nc2ccc(C(F)(F)F)cc2C2c3ccccc3CC12 (configuration not stated)	-8	6	-14	-1	-14	5	1	7	-12	2	-10
53	Cc1csc(-c2cnn(-c3ccccc3)c2NC(=O)c2cccc(C(F)(F)F)c2)n1	8	2	-12	7	-3	13	-1	7	7	14	-2
54	C=CCc1cccc(/C=N/c2nc3ccccc3n2CC)c1O	-8	10	0	-3	-9	-7	22	1	7	7	11
55	CCOc1ncccc1C(=O)OCc1cccc([N+](=O)[O-])c1	5	11	-26	1	-23	5	-27	-7	-17	-19	-10
56	CN(C)c1ccc(NC(=O)CCN2CCN(c3ccccn3)CC2)cc1	2	10	36	-11	-11	9	-16	1	10	10	-14
57	O=C(Nc1nnc(-c2ccccc2F)s1)c1cccnc1	1	-7	-9	7	4	6	-49	5	-14	-23	-29
58	Cc1ccc(C(=O)Nc2cccc(N3C(=O)C4CCC(C)CC4C3=O)c2)cc1 (configuration not stated)	-9	-30	6	2	27	30	-14	3	-13	-47	-28
59	Cc1ccccc1-c1nc(CS(=O)CC(=O)NC2CCCC2)c(C)o1 (configuration not stated)	-8	18	-6	-7	1	-5	-3	-1	12	11	0
60	O=C(/C=C/c1cccs1)Nc1ccc(N2CCOCC2)c(S(=O)(=O)Nc2cc(Cl)ccc2Cl)c1	19	-2	8	8	-9	16	-13	0	7	-4	11
61	O=C(CN1C(=O)NC2(CCCC2)C1=O)NCCC1=CCCCC1	20	-10	3	-8	-12	-9	-37	-11	11	-11	-6
62	Cc1ccccc1-n1nc2c(c1NC(=O)c1c(-c3ccccc3Cl)noc1C)CS(=O)(=O)C2	3	-3	-10	-3	-6	-2	-7	-14	29	2	-8
63	N#Cc1ccccc1S(=O)(=O)N1CCN(CC(=O)NCC2(N3CCOCC3)CCCCC2)CC1	-16	7	12	-2	-9	11	-7	5	-1	0	7
64	CCCN(CCC)CCNC(=O)c1cc2c(-c3ccc(Cl)cc3)nn(C)c2s1	-50	-2	-129	-18	-14	39	-68	-16	-14	-12	-9
65	Cc1cc(C(=O)CSc2nnnn2-c2ccccc2)c(C)n1-c1ccc2c(c1)OCO2	24	-17	34	2	1	19	-42	-12	8	49	-37
66	O=C(CCCN1C(=O)c2cccc3cccc(c23)C1=O)Nc1ccon1	-51	-33	-19	25	13	-9	-17	-8	0	-3	6
